Source: PubChem
FAS TE block – blocks the thioesterase domain of human fatty acid synthase. AID 602261. hit rate 0.67% among 360,000. P49327. recombinant FAS-TE, OMFH fluorogenic substrate, fluorescence endpoint. inhibition, % at 15 µM;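 active means compounds whose normalised, plate-corrected inhibition of enzyme fluorescence in the single-dose primary screen is 50% or more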;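 further: 0% = DMSO with enzyme and 100% = substrate without enzyme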
MT1-MMP act inh – MT1-MMP (human) activation inhibition; hit rate 0.061% among 360,000; HT1080 RFP-PRO-GFP cells, GFP/RFP ratio fluorescence, overnight; percent of plate control window, DMSO zero; P50281; GFP/RFP ratio change, % at 20 µM;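 active means GFP/RFP ratio change of at least 30% with cell ATP level not reduced by more than half and red fluorescence within 50% of control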; further: strong numbers were not always called active
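Assay system: HT1080 RFP-PRO-GFP cells. Benchmarks: DMSO vehicle wells and RFP-L50D-GFP reporter cell wells. Times: overnight cell settling, then overnight compound exposure, 37 °C, 5% CO2. Compound: 20 µM single dose, 1% DMSO. Read-out basis: GFP/RFP fluorescence ratio.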
CSN deneddyl inh – blocks human CSN-mediated cullin deneddylation; inhibition, % at 12.5 µM; hit rate 0.38% among 360,000; Purified CSN, SCF-Nedd8-OG deneddylation, fluorescence polarization;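 active means pattern-corrected inhibition above about 35%, with an unprinted fluorescence ratio check between 0.5 and 1.5, limit read from the data, passing the limit was not always enough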;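 further: 0% = enzyme with substrate and 100% = substrate without enzyme; some results filed as inactive read as strong as hits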
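Assay system: HEK293T-derived human Csn5 enzyme; quantity: 0.24 nM enzyme; medium: Tris/NaCl/DTT buffer, pH 7.5; also added: substrate SCFSkp2-Nedd8OG, 10 nM; doses: 12.5 µM compound; schedule: 90 min reaction at room temperature; signal: FP; read-out: % inhibition of substrate cleavage by Csn5; benchmarks: substrate-only high control, full reaction low control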
SKN-1 block – inhibitors of C. elegans SKN-1. hit rate 0.49% among 360,000. inhibition, % at 21.8 µM. C. elegans VP596 Pgst-4::GFP/RFP ratio, acrylamide-induced, 24 h. AID 624304;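 active means interference check ratio from 0.5 to 1.5 plus GFP to RFP signal ratio inhibition reaching or exceeding a fixed threshold, cut at about 30% in these data, passing the limit was not always enough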; further: some compounds called inactive have numbers as strong as hits
Neddyl block – blocks human cullin neddylation; calls only at 25 µM; AID 651699; P61081+Q13564; TR-FRET cullin neddylation, biochemical; hit rate 0.58% among 360,000; in the data active means inhibition above about 36%
Rpn11 block – Rpn11 (human) deubiquitinase inhibition | O00487 | hit rate 0.59% among 360,000 | human 26S proteasome, Ub4-pepOG fluorescence polarization; 20S core pre-blocked with epoxomicin | calls only at 20 µM;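 active means inhibition at 20 µM, scaled to each plate's controls, above about 33%, limit read from the data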
Target sequence (O00487 whole entry, looked up): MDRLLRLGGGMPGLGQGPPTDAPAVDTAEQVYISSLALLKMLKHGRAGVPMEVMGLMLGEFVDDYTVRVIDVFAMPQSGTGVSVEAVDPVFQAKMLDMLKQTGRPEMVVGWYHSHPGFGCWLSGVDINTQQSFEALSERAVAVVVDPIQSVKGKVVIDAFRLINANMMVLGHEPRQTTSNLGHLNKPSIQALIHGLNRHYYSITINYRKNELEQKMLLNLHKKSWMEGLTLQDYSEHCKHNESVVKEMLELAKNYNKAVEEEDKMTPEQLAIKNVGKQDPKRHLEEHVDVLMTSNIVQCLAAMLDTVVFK
MLLE-PAM2 inh – blocks PAM2 peptide binding to the PABP1 MLLE domain; inhibition, % at 20 µM; hit rate 0.36% among 360,000; GST-MLLE / FITC-PAM2 fluorescence polarization; in the data active means inhibition above about 35%, passing the limit was not always enough;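 further: plate controls were DMSO wells with GST-MLLE for no effect and wells lacking GST-MLLE protein for full effect; some results filed as inactive read as strong as hits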
Target sequence (P11940 whole entry, looked up, the tested form may be a part): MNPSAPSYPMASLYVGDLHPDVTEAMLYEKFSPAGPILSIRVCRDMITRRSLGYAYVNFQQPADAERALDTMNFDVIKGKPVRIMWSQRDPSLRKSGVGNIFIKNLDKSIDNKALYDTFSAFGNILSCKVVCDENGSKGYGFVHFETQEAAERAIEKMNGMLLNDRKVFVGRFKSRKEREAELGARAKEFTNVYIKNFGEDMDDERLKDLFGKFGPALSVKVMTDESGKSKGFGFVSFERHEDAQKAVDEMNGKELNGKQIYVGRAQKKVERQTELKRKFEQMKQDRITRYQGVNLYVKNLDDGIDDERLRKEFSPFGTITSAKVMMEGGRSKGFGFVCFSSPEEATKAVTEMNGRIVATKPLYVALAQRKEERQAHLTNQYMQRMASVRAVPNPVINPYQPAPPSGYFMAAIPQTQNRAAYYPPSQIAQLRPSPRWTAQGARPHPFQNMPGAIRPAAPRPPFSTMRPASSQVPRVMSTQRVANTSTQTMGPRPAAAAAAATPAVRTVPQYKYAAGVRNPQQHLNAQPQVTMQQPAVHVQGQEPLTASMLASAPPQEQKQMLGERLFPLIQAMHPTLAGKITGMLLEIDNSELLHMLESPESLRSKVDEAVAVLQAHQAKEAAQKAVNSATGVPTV
NadD inh – NadD (S. aureus) enzyme inhibition | hit rate 0.78% among 360,000 | inhibition, % at 20 µM | purified NadD enzyme, colorimetric absorbance read-out; in the data active means inhibition above about 26%; further: some compounds past the cut are filed as inactive
Rin1 Abl inh – inhibitors of human Rin1-Abl protein interaction; P00519+Q13671; TR-FRET Rin1/Abl binding, biochemical; inhibition, % at 7.35 µM; hit rate 0.4% among 360,000; AID 588664; in the data active means inhibition above about 5%, passing the limit was not always enough
* marks the source's active call; other numbers are inactive results; i = inactive; nt = no result given; + = active, no number.

SMILES	FAS TE block	MT1-MMP act inh	CSN deneddyl inh	SKN-1 block	Neddyl block	Rpn11 block	MLLE-PAM2 inh	NadD inh	Rin1 Abl inh
COC(=O)c1c(NC(=O)C(C)(C)C)sc2c1C(C(=O)OC)CC2 (stereo not drawn)	-2	3	-1	-31	i	i	1	6	0
CC(=O)Nc1ccc(NC(=O)/C=C/c2ccccc2)cc1	-8	4	3	14	i	i	-13	-1	-1
COc1ccc(O)c(C(=O)c2cnn(-c3ccc(Cl)cc3)c2)c1	29	-1	2	-4	i	i	0	-5	0
Fc1ccc(Cn2nnc3ccccc32)cc1	-6	1	-1	-1	i	i	8	-4	-1
CCCCc1ccc(S(=O)(=O)NC(=O)C2(C)CCN2C(=O)c2cccc(F)c2)cc1 (stereo not drawn)	-7	5	-3	13	i	i	8	0	-2
Cc1ccc(Cl)c2c1NC(=O)C2(O)CC(=O)c1ccccc1O (stereo not drawn)	0	0	6	-3	i	i	14	0	-2
C[C@]12CC[C@H](O)CC1=CCC1C2CC[C@@]2(C)C1CC[C@@H]2NC(=O)CCC(=O)O (stereo partly drawn)	-2	2	1	-19	i	i	0	4	1
COCCNC(=O)CSc1nc(-c2ccc(OC)c(OC)c2)cc(C(F)(F)F)n1	-7	1	4	20	+	i	6	-3	-2
COc1ccc(Cl)c(NC(=O)C/C(C)=N/NC(=O)CCc2ccccc2)c1	7	-4	-2	-3	i	i	-12	0	-2
CC1CCN(C(c2cc3cc4c(cc3[nH]c2=O)OCO4)c2nnnn2CC2CCCO2)CC1 (stereo not drawn)	-13	7	5	-12	i	i	-16	-5	-2
COc1cc(OC)cc(C(=O)N[C@H](C(=O)OCC(=O)c2ccc(F)cc2)C(C)C)c1	24	-7	1	-3	i	i	-5	-8	2
O=C1C2CCCN2C(c2ccccc2F)N1c1cccc(Cl)c1 (stereo not drawn)	2	-5	-2	10	i	i	-13	1	1
Cc1c(C(=O)NC(C)c2ccccn2)oc2c(Cl)cccc12 (stereo not drawn)	-1	1	4	-1	i	i	-10	2	-2
CN(C)S(=O)(=O)n1cc(/C=C(\NC(=O)c2ccccc2Cl)C(=O)NCCCn2ccnc2)c2ccccc21	-1	1	4	-7	i	i	0	7	-1
COc1ccc(S(=O)(=O)N2CCCCCC2)cc1NC(=O)c1c2c(nc3ccccc13)CCN(Cc1ccccc1)C2	34	-4	6	18	i	i	7	5	-2
O=C(NCc1ccccc1)C(c1ccncc1)n1c(=O)c(-c2cc3ccccc3[nH]2)nc2ccccc21 (stereo not drawn)	nt	-10	6	-1	nt	nt	nt	nt	nt
O=C(NCCNc1ccc(Cl)cc1[N+](=O)[O-])c1cccnc1	-1	4	-1	5	i	i	-4	-2	-7
CCOC(=O)CP(=O)(c1ccccc1)c1ccccc1	-4	2	-3	3	i	i	15	9	-1
Cc1nc(SCC(=O)O)n[nH]1	-2	3	-4	-14	i	i	4	-3	-4
O=C(CCNS(=O)(=O)c1ccccc1)N1CCCCCCC1	-7	-1	-1	2	i	i	-7	3	-4
CCOC(=O)c1c(C)[nH]c(C(=O)COC(=O)CNC(=O)c2ccc(Cl)cc2)c1C	-6	4	-6	1	i	i	6	-7	-2
O=C(Cc1ccc(NC(=O)C2CCN(C(=O)C3CC3)CC2)cc1)Nc1cccc(C(=O)N2CCCC2)c1	-10	3	-2	7	i	i	1	1	0
CCOC(=O)C(=O)NCC(c1cccs1)S(=O)(=O)c1ccc(F)cc1 (stereo not drawn)	-5	-3	5	9	i	i	-1	2	-3
O[C@@H]([C@H](O)[C@H](O)CBr)[C@H](O)CBr	-5	-2	-2	4	i	i	-11	-2	3
CC1(C)CC2c3cccc(C(=O)O)c3C(=O)N2c2c1ccc1ccccc21 (stereo not drawn)	-8	0	-7	1	i	i	-1	4	0

Another view of some results above:
mol: COc1ccc(O)c(C(=O)c2cnn(-c3ccc(Cl)cc3)c2)c1
  FAS TE block = 29
  MT1-MMP act inh = -1
  CSN deneddyl inh = 2
  SKN-1 block = -4
  Neddyl block = i
  Rpn11 block = i
  MLLE-PAM2 inh = 0
  NadD inh = -5
  Rin1 Abl inh = 0

mol: CN(C)S(=O)(=O)n1cc(/C=C(\NC(=O)c2ccccc2Cl)C(=O)NCCCn2ccnc2)c2ccccc21
  FAS TE block = -1
  MT1-MMP act inh = 1
  CSN deneddyl inh = 4
  SKN-1 block = -7
  Neddyl block = i
  Rpn11 block = i
  MLLE-PAM2 inh = 0
  NadD inh = 7
  Rin1 Abl inh = -1

Six structures already listed, sorted by formula weight, rising.
SMILES	FAS TE block	MT1-MMP act inh	CSN deneddyl inh	SKN-1 block	Neddyl block	Rpn11 block	MLLE-PAM2 inh	NadD inh	Rin1 Abl inh
CCOC(=O)CP(=O)(c1ccccc1)c1ccccc1	-4	2	-3	3	i	i	15	9	-1
Cc1c(C(=O)NC(C)c2ccccn2)oc2c(Cl)cccc12 (stereo not drawn)	-1	1	4	-1	i	i	-10	2	-2
COc1ccc(O)c(C(=O)c2cnn(-c3ccc(Cl)cc3)c2)c1	29	-1	2	-4	i	i	0	-5	0
COc1ccc(Cl)c(NC(=O)C/C(C)=N/NC(=O)CCc2ccccc2)c1	7	-4	-2	-3	i	i	-12	0	-2
CCCCc1ccc(S(=O)(=O)NC(=O)C2(C)CCN2C(=O)c2cccc(F)c2)cc1 (stereo not drawn)	-7	5	-3	13	i	i	8	0	-2
COc1ccc(S(=O)(=O)N2CCCCCC2)cc1NC(=O)c1c2c(nc3ccccc13)CCN(Cc1ccccc1)C2	34	-4	6	18	i	i	7	5	-2

Next part
SMILES	FAS TE block	MT1-MMP act inh	CSN deneddyl inh	SKN-1 block	Neddyl block	Rpn11 block	MLLE-PAM2 inh	NadD inh	Rin1 Abl inh
COC(=O)[C@]12CCCCC=C1N(Cc1ccco1)C(=O)[C@H](CC(=O)NCC13CC4CC(CC(C4)C1)C3)C2	9	-2	0	9	i	nt	nt	7	nt
CN(C)c1ccc(CNCc2cccnc2)cc1	-3	4	-5	-9	i	i	-3	-5	0
Cc1ccccc1Cn1cnc2c([N+](=O)[O-])c(C)c(C)cc21	9	-3	5	17	i	i	7	0	-3
CC(C)c1nnc(NC(=O)c2c(O)c3cccc4c3n(c2=O)CCC4)s1	3	-10	1	-2	i	i	10	3	-2
O=C(c1cc([N+](=O)[O-])ccc1N1CCOCC1)N1CCN(S(=O)(=O)c2ccc(F)cc2)CC1	1	5	-3	6	i	i	-2	0	0
CCSC1=C(C#N)C(CC(C)C)C2=C(CCCC2=O)N1 (stereo not drawn)	3	-12	2	13	+	i	4	8	0
O=C(NC1=NCCS1)c1sc2cc(Cl)cc(Cl)c2c1Cl	12	4	4	19	i	i	-2	24	-2
NS(=O)(=O)c1cccc(NC(=O)C(Cc2ccccc2)NC(=O)c2ccccc2)c1 (stereo not drawn)	-2	2	5	11	i	i	-6	-1	-2
O=C(CSc1nnc(-c2cccnc2)n1-c1ccccc1)NCc1ccc2c(c1)OCO2	-12	4	4	-10	i	i	15	-4	1
O=C(c1cc(Br)c(Br)s1)N1CCc2ccccc2C1	28	-1	-4	7	i	i	-9	-4	3
COc1ccc(-n2c(C)cc(C(=O)COc3ccc(C)nc3[N+](=O)[O-])c2C)cc1	31	-1	-5	-2	i	i	-8	2	-1
CC(C)OC(=O)CSc1nc(N)c(C#N)cc1C#N	7	5	-6	1	i	i	0	6	2
NC(=O)CSc1nnc(CNc2ccc(F)cc2)n1CC1CCCO1 (stereo not drawn)	-3	1	-1	18	i	i	1	5	1
CCOC(=O)C1(Cc2ccc(OC)cc2)CCN(C(=O)CC2CCC(=O)N2)CC1 (stereo not drawn)	-6	-2	4	5	i	i	3	-1	0
Cc1ccc(-c2csc3ncnc(-n4nnc5ccccc54)c23)cc1	23	-2	5	1	i	i	-13	-5	3
COc1cccc(Nc2nc(C(N)CO)cs2)n1 (stereo not drawn)	-4	-3	-3	17	i	i	2	-7	-4
Cc1nc2ncnn2c(C)c1C/C=C/c1ccccc1	-2	4	-3	6	i	i	11	-4	-3
COc1ccc(C(=O)/C=C2\Sc3ccccc3N2C)cc1	5	1	-10	8	i	i	32	-7	0
Cc1ccc(S(=O)(=O)NCc2ccc(C(=O)NCCN(Cc3ccccc3)C(C)C)cc2)cc1	0	-7	0	1	i	i	1	-8	3
COC(=O)C1=C(C(=O)OC)[C@@H]2N(Cc3ccccc3)c3ccccc3[C@@]23C[C@@H](C(=O)OC)N(C(=O)NC(C)(C)C)C3=N1	21	-3	-5	16	i	i	3	-1	-1
Cc1cc(Nc2cc(Cl)cc(Cl)c2)nc(N)n1	-2	7	1	-3	i	i	-7	-8	1
CCOC(=O)c1nnn(-c2nonc2N)c1-c1ccc(F)cc1	-2	6	2	9	i	i	-4	5	-1
O=C(CCN1C(=O)c2ccccc2S1(=O)=O)NCc1ccccc1	-5	5	-1	15	i	i	6	-1	2
CCOc1ccc(NC(=O)CN(C)CC(=O)NC(C)c2ccccc2)cc1OCC (stereo not drawn)	-3	1	2	-2	i	i	14	-1	3
O=C(O)c1ccc(S(=O)(=O)N(Cc2cccs2)CC2CCCO2)cc1 (stereo not drawn)	-9	4	-9	-5	i	i	4	-3	-5
More results.
SMILES	FAS TE block	MT1-MMP act inh	CSN deneddyl inh	SKN-1 block	Neddyl block	Rpn11 block	MLLE-PAM2 inh	NadD inh	Rin1 Abl inh
Cc1ccccc1NC(=O)CCC(=O)OCCCC(F)(F)C(F)(F)F	-4	6	6	5	i	i	-1	-4	4
COc1cc(/C=C/C(=O)OCC(=O)N2CCc3ccccc3C2)ccc1O	-9	2	-2	-2	i	i	-5	8	1
O=C(CSc1ncnc2c1oc1ccccc12)Nc1ccc2c(c1)OCCO2	12	0	3	7	i	i	-3	1	-87
Cc1ccc(SCC(=O)OCC(=O)NCCCc2ccccc2)cc1	-5	0	-5	-8	i	i	9	-4	0
Cc1cc(C)n2nc(C(=O)N/N=C/c3c4ccccc4cc4ccccc34)nc2n1	15	-12	0	8	i	i	-44	29*	0
O=C(O)CSc1nnc(Cn2c(=O)sc3ccccc32)n1-c1cccc(Cl)c1	-5	0	0	13	i	i	-8	3	-1
O=[N+]([O-])c1ccc(N/N=C2/CCCCC2c2ccccn2)cc1 (stereo not drawn)	13	-5	8	19	i	i	4	-1	2
CCCCN(C(=O)NC(=O)Nc1ccc(C)cn1)S(C)(=O)=O	-10	-5	-2	2	nt	i	-13	0	-1
COc1ccc2c(C)cc(N3CCOCC3)nc2c1	-2	-5	1	14	i	i	-10	-5	-1
COc1ccc(/C=C/C(=O)c2ccccc2)cc1COc1ccc(F)cc1	26	-6	8	7	i	i	-3	-2	1
CC(C)C(C(=O)Nc1nccs1)N1C(=O)c2ccccc2C1=O (stereo not drawn)	-1	4	2	-1	i	i	12	-1	0

The order is random. About 3.9% of those tested had a hit in this group.
